# HePTP inhibitor: inhibitors of human HePTP phosphatase; P35236; recombinant HePTP phosphatase activity, OD absorbance; inhibition, % at 20 µM; 110,000 tested, 0.64% active; AID 521; in the data active means inhibition above about 50%;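 further: plate controls were vehicle for no effect and reference inhibitor for full effect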
# Target sequence (P35236 whole entry, looked up): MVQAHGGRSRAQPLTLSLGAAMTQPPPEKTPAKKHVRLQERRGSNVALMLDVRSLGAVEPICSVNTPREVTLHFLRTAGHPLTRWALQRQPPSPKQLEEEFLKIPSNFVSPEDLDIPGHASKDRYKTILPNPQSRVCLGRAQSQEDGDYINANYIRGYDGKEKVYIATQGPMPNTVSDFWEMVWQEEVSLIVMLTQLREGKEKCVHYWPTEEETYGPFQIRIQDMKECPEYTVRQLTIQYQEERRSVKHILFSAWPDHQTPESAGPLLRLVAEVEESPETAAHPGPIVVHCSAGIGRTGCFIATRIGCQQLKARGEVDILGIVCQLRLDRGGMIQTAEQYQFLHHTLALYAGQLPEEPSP
# BAP1 block: inhibitors of human BAP1 deubiquitinase; Q92560; recombinant BAP1, Ub-AMC hydrolysis fluorescence kinetic; stronger effect = lower value; 72,000 tested, 0.48% active; AID 436; activity remaining (% of control), % at 20 µM;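 active means activity remaining at or below 50% of control, provided the compound also passes the data quality filters; inactive means the rest, including low values that fail the filters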;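 further: 100% = DMSO wells rate and 0% = substrate alone blank rate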
# Target sequence (Q92560 whole entry, looked up): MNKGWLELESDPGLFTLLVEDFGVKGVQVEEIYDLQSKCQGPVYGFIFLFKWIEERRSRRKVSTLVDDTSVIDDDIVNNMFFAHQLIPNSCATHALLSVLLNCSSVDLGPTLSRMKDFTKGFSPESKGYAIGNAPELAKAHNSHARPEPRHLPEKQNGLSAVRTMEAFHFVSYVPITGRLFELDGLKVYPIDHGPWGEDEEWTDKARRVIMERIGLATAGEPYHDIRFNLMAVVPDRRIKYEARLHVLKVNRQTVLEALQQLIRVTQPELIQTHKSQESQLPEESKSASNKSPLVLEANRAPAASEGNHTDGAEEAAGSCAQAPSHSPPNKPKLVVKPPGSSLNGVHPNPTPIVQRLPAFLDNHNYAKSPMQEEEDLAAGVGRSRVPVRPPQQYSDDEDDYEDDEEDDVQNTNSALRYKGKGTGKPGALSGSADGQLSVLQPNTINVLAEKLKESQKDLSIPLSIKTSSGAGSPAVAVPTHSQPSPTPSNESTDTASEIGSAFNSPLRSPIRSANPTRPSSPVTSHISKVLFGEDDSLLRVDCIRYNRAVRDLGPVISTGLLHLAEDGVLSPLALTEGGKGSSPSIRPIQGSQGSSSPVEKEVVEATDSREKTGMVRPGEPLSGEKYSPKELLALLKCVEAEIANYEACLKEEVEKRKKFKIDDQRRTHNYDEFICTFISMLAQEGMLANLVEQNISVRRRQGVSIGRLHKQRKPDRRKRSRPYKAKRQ
# Numbers without * were called inactive; . = not tested or not shown; & = joins results of further samples. Hits appear at their usual frequency; 0.91% or so of the library scored in one or more.
No.	canonical_smiles	HePTP inhibitor	BAP1 block
1	CC(C)CC(c1nnnn1C(C)C)N1CCN(c2cccc(Cl)c2)CC1 (configuration not stated)	1	82
2	CCn1cc(CN(C)C(=O)CSc2nc(-c3ccco3)cc(C(F)(F)F)n2)c(C)n1	.	120
3	CCOC(=O)C1=C(C)N=c2s/c(=C/c3ccco3)c(=O)n2C1c1cccc(OC)c1 (configuration not stated)	-3	40*
4	CC1(C)Cc2ccccc2-c2nc(CN3CCOCC3)[nH]c(=O)c21	10	103
5	COC(=O)C(=C/C(Cl)=C/N(C)C)C(=O)OC	0	.
6	O=C(O)c1ccc(NC(=O)C2(c3ccccc3)CCOCC2)cc1	13	60
7	COc1ccc(C=C2C(=O)N(c3ccccc3)C(=O)N(c3ccccc3)C2=O)cc1C(=O)O	-24	.
8	CCOC(=O)Nc1ccc(S(=O)(=O)NCCCN2CCOCC2)cc1	10	77
9	N/C(=N\OC(=O)c1ccc2ccccc2c1)c1ccccn1	9	.
10	Cc1cc(NC(=O)c2ccc3ccccc3c2)ccc1NC(=O)c1ccccc1	5	.
11	CCOC(=O)c1c(NC(=S)Nc2ccccc2)sc2c1CCN(Cc1ccccc1)C2	-14	.
12	COCc1nnc(NC(=O)CCCOc2ccccc2)s1	3	118
13	Cc1nnc(NC(=O)c2cc(C(F)(F)F)cc(C(F)(F)F)c2)s1	-9	.
14	Oc1ccc(C=Nc2cc(Cl)ccc2O)cc1	-5	.
15	CC(=O)c1ccc(NC2OC(C)C(O)C(O)C2O)cc1 (configuration not stated)	-9	99
16	CC(O)C(NC(=S)NCc1ccccc1)C(=O)O (configuration not stated)	-7	.
17	O=[N+]([O-])c1cccc(S(=O)(=O)/N=C(/Nc2ccccc2)c2ccccc2)c1	-5	.
18	O=C(CNC(=O)c1ccco1)NCCCc1ccccc1	1	143
19	CCOc1ccc(NS(=O)(=O)c2ccc3[nH]cc(C(=O)NC(C)CC)c(=O)c3c2)cc1 (configuration not stated)	-11	110
20	CCOC(=O)c1sc(=S)n(-c2ccc3c(c2)OCO3)c1N	12	90
21	Cc1csc(NC(=O)CSCC(=O)Nc2ccccc2)n1	9	79
22	CCOC(=O)Cn1nnnc1CN(Cc1ccc(OC)cc1)Cc1cc2cc(C)cc(C)c2[nH]c1=O	-9	52
23	Cc1cccc2sc(NC(=O)c3ccccc3C(=O)O)nc12	4	.
24	COCc1nnc(NC(=O)c2ccc(S(=O)(=O)N(C)c3ccccc3)cc2)o1	12	88
25	CCn1nnnc1-c1ccc(OC)c(S(=O)(=O)Nc2cccc(C(F)(F)F)c2)c1	-8	.
26	O=C(CSc1nnc(Cn2cnc3ccccc32)o1)c1ccccc1	-3	89
27	COc1cc(C(c2ccc(C)o2)c2ccc(C)o2)c(O)c([N+](=O)[O-])c1	4	.
28	Cc1ccc2oc(-c3cc(NC(=O)c4cccc([N+](=O)[O-])c4)ccc3Cl)nc2c1	.	60
29	COc1ccc(/C=N/NC(=O)C2CC2)c(OC)c1OC	-12	.
30	CCn1c(C(O)c2ccc(C)cc2)nc2ccccc21 (configuration not stated)	10&9	.
31	O=S(=O)(Nc1ccccn1)c1ccc(Oc2ccccc2)cc1	7	98
32	Cc1ccccc1C(=O)N(C)Cc1ccccc1	8	142
33	S=C(c1ccc(N2CCOCC2)cc1)N1CCOCC1	8	150
34	CC(=O)Nc1cccc(NS(=O)(=O)Cc2ccc(Cl)cc2)c1	1	155
35	COC(=O)c1ccc(OCC(=O)Nc2nn(-c3ccccc3)nc2C(N)=O)cc1	6	97
36	CCOC(=O)Cc1csc(NC(=O)CSc2nc3cccnc3n2CC)n1	4	96
37	CC1(C)Cc2ccccc2C(Nc2ccc(S(N)(=O)=O)cc2)=N1	2	.
38	COc1ccc(C(CC(=O)O)NS(=O)(=O)c2ccc(C)cc2)cc1OC (configuration not stated)	3	104
39	Cc1ccc(N2CC(C(N)=O)CC2=O)cc1 (configuration not stated)	-8	111
40	COc1ccc(NC(=O)C23CCC4CC(CC(C4)C2)C3)cc1	-15	.
41	CN1CCN(S(=O)(=O)c2cccc(S(=O)(=O)c3ccc(Cl)c(Cl)c3)c2)CC1	-2	.
42	N#Cc1c(/N=C/c2ccc(O)cc2)sc2c1CCCC2	7	.
43	Cc1ccccc1CN1CCN(C(=O)c2cccc(Cl)c2)CC1	4	.
44	COc1ccc(-c2nc3cc(NC(=O)/C=C/c4cccc([N+](=O)[O-])c4)ccc3o2)cc1Cl	1	.
45	c1cnc(Oc2ccc(-c3nnco3)cc2)cn1	-9	98
46	CCOc1cc(S(=O)(=O)N2CCN(Cc3ccccc3)CC2)ccc1Br	-3	99
47	Cc1ccc(/C=C(/NC(=O)c2ccccc2I)C(=O)O)o1	9	.
48	CC(=O)Nc1ccc(S(=O)(=O)Nc2nc(C)cc(-n3nc(C)cc3C)n2)cc1	-9&-3	92
49	O=C(c1ccccc1)c1ccccc1C(=O)N1CCCCC1	-28	.
50	COc1ccc2[nH]c(=O)c(CN(CCN3CCCC3)C(=O)Nc3ccccc3Cl)cc2c1	6	85
51	Cc1ccc(C2/C(=C(\O)c3ccc(F)cc3)C(=O)C(=O)N2CCCCCC(=O)O)cc1 (configuration not stated)	30	.
52	CCCCCCOC(=O)CCn1[nH]c(=O)c2ccccc2c1=O	3	113
53	Cc1nn(C)c(C)c1S(=O)(=O)N1CCC(C(=O)Nc2ccc3c(c2)OCCO3)CC1	4	90
54	Cc1ccc(S(=O)(=O)Oc2cccc(/C=C3/SC(=S)N(c4ccccc4)C3=O)c2)cc1	-10	.
55	Cc1oc(-c2cc(Cl)ccc2Cl)cc1-c1nn2c(C)nnc2s1	10	106
56	COc1cc(NC(=O)Cc2ccccc2OC)cc(OC)c1	-8	58
57	CCOC(=O)C1=C(C)N=c2s/c(=C\c3c(OC)ccc4ccccc34)c(=O)n2C1c1ccc2c(c1)OCO2 (configuration not stated)	7	.
58	O=C(CNS(=O)(=O)c1ccc(Br)s1)NCc1ccc2c(c1)OCO2	3	107
59	Cc1cc(C)c(C#N)c(Oc2ccc(O)cc2)n1	4	86
60	CC1=CC(C)(C)N(C(=O)CSc2nnc(-c3ccccc3)o2)c2ccc(C)cc21	3	66

# Next part:
No.	canonical_smiles	HePTP inhibitor	BAP1 block
61	COc1cc(NC(=O)c2c(-c3ccccc3Cl)noc2C)c2ncccc2c1	9	67
62	CC(=O)Oc1ccc(C(=O)Nc2cc(Cl)ccc2C(=O)O)cc1	-3	.
63	COc1ccc(C)cc1NC(=O)NC1CCN(Cc2ccccc2)CC1	7	69
64	Cc1ccc(C2(c3ccc(C)cc3)CC2C(=O)NC(C)(C)C)cc1 (configuration not stated)	6	.
65	Cc1ccsc1C1C=C(c2cccc(Br)c2)Nc2ncnn21 (configuration not stated)	2	150
66	COc1ccc(-c2noc(CN(C(=O)C(C)(C)C)C(C)C)n2)cc1	-6	75
67	CC1C(=O)C(C)C(c2ccc(Cl)cc2)NC1c1ccc(Cl)cc1 (configuration not stated)	6	.
68	COC(=O)C1=C(C)NC(=O)NC1c1cc(Cl)c(O)c(OC)c1 (configuration not stated)	-18	74
69	CC(C)[C@H](NC(=O)CCn1nnc2ccccc2c1=O)C(=O)O	-6	99
70	COCC(C)n1c(C)cc(C(=O)COC(=O)c2oc3ccccc3c2C)c1C (configuration not stated)	2	76
71	CC(=O)Oc1cccc2c1C(=O)c1c(OC(C)=O)cc(C(=O)O)cc1C2=O	4	75
72	COCCSc1ccccc1C(=O)Nc1nccs1	3	84
73	CCOc1cc(/C=N/NC(=O)c2cc(C)[nH]n2)ccc1OC(=O)c1cccc2ccccc12	-12	.
74	CCOC(=O)C(NC(C)=O)(Nc1ccc(S(=O)(=O)Nc2onc(C)c2C)cc1)C(F)(F)F (configuration not stated)	5	84
75	Cc1cnn(-c2cc(N/N=C/c3ccccc3F)ncn2)c1	7	.
76	O=c1c2ccccc2nc(/C=C/c2ccco2)n1Cc1ccccc1	-5	.
77	Cn1c(-c2ccco2)nc2c3ccccc3c3ccccc3c21	-3	.
78	N#Cc1cccc2c1-c1ccc([N+](=O)[O-])cc1C2=O	.	96
79	CCNc1nc(NCC)nc(Oc2ccc(OCC)nn2)n1	-3	93
80	CCCN(Cc1cc2cc(C)ccc2[nH]c1=O)C(=O)c1cccc(OC)c1	6	63
81	Cc1sc2nc(SCC(=O)N(CCO)CCO)n(C3CCCCC3)c(=O)c2c1C	2	103
82	CC(c1ccccc1)c1nnc(NC(=O)Nc2ccc(Cl)cc2)s1 (configuration not stated)	8	.
83	COc1cccc(C(=O)NCCc2nc3ccccc3[nH]2)c1	-1	.
84	CCSCCOC(=O)C1=C(C)N(C)C(=O)NC1c1cc2c(cc1Br)OCO2 (configuration not stated)	-14	.

# Continued; the last 2 above are carried over.
No.	canonical_smiles	HePTP inhibitor	BAP1 block
83	COc1cccc(C(=O)NCCc2nc3ccccc3[nH]2)c1	-1	.
84	CCSCCOC(=O)C1=C(C)N(C)C(=O)NC1c1cc2c(cc1Br)OCO2 (configuration not stated)	-14	.
85	CCOc1ccc(NC(=O)CN(C)S(=O)(=O)c2cccs2)cc1	6	113
86	CC(=O)NCc1nc2ccccc2n1Cc1ccccc1C	6	100
87	O=c1c2c(nc3c(-c4cccc(Br)c4)c[nH]n13)CCCC2	-1	.
88	CCOC(=O)N1CCOCCOCCN(C(=O)OCC)CCOCC1	-1	103
89	CCCCCCOc1ccc(N2C(=O)CC(N3CCN(c4ccc(F)cc4)CC3)C2=O)cc1 (configuration not stated)	-4	.
90	O=C(NCC(O)c1ccccc1)c1ccc(CSc2ccc(Cl)cc2)cc1 (configuration not stated)	4	.
91	CC1=C(C(=O)Nc2ccccc2)C(c2ccccc2)n2c(s/c(=C/c3ccc(F)cc3)c2=O)=N1 (configuration not stated)	4	.
92	Cc1ccc(Nc2nnc(SCC(=O)NCc3ccco3)s2)cc1	6	82
93	COc1ccc(C(=O)Nc2c(C)ccc3nsnc23)cc1OC	6	.
94	CCOC(=O)/C=C/COc1ccc2oc(-c3ccccc3)c(C(=O)OCC)c2c1	9	.
95	Cc1ccc2c(c1)NC(c1cccc(O)c1)C1=C(CC(C)(C)CC1=O)N2 (configuration not stated)	10	.
96	O=C(CCCC(=O)OCC(F)(F)C(F)F)Nc1ccc(I)cc1	9	.
97	CCOC(=O)Cn1c(=O)c2c(nc(Br)n2CC(=O)OCC)n(C)c1=O	-10	105
98	CCOc1ccc(C2CC(c3ccc(CC)cc3)n3nc(N)nc3N2)cc1 (configuration not stated)	2	105
99	CC(Nc1ncnc2c1oc1ccccc12)C(=O)O (configuration not stated)	.	131
100	COc1ccc(C2C(C(=O)c3sc(C)nc3C)=C(O)C(=O)N2CCCn2ccnc2)cc1 (configuration not stated)	-9	97
101	C=CCN(CC=C)C(=O)c1ccc(OC)cc1	-16	.
102	COc1ccccc1C/C(N)=N/OC(=O)COc1cccc(C)c1	5	.
103	Cc1ccc(NC(=O)CCN2CCN(C/C=C/c3ccccc3)CC2)cc1C	8	109
104	COc1ccc(/C(C)=N/N=C2/NC(=O)C(CC(=O)Nc3cc(Cl)ccc3Cl)S2)cc1 (configuration not stated)	-10	.
105	Cc1n[nH]c(C)c1Sc1ccccc1N=Cc1c2ccccc2cc2ccccc12	-7	.
106	c1cncc(C(c2nnnn2C2CCCC2)N2CCCC2)c1 (configuration not stated)	11	106
107	CC(=O)c1cccc(NC(=O)/C(=C\c2cccs2)NC(=O)c2ccccc2)c1	2	.
108	O=C1OCCC1Sc1nnc(-c2ccccc2)o1 (configuration not stated)	-2	96

# Molecules shown so far with a CF3 group:
No.	canonical_smiles	HePTP inhibitor	BAP1 block
2	CCn1cc(CN(C)C(=O)CSc2nc(-c3ccco3)cc(C(F)(F)F)n2)c(C)n1	.	120
13	Cc1nnc(NC(=O)c2cc(C(F)(F)F)cc(C(F)(F)F)c2)s1	-9	.
25	CCn1nnnc1-c1ccc(OC)c(S(=O)(=O)Nc2cccc(C(F)(F)F)c2)c1	-8	.
74	CCOC(=O)C(NC(C)=O)(Nc1ccc(S(=O)(=O)Nc2onc(C)c2C)cc1)C(F)(F)F (configuration not stated)	5	84

# (list continues)
No.	canonical_smiles	HePTP inhibitor	BAP1 block
109	c1nnc2c3c4c(sc3ncn12)CCC4	4	99
110	CSc1ccccc1NC(=O)c1cccc(Br)c1	6	.
111	O=C(Nc1cccc(C(F)(F)F)c1)C1CCN(S(=O)(=O)c2cnc[nH]2)CC1	6	95
112	CC1=Nn2c(nc(-c3ccccc3)c2-c2ccccc2)N(CC(N)=O)C(=O)C1	4	83
113	COc1ccc2ccccc2c1/C=C1/SC(NC(C)=O)=NC1=O	10	.
114	Cc1ccccc1OCC(=O)Nc1ccc(Br)cn1	-11	.
115	CCn1c(=O)cc(OCC(=O)N(C)c2ccccc2F)c2ccccc21	2	94
116	Cc1ccc2c(c1)c1ncnc(N3CCc4ccccc4C3)c1n2C	8	133
117	COC(=O)c1ccc(Cc2ccc(C(=O)OC)o2)o1	-4	113
118	Cc1cc(NC(=O)CN2CCN(c3ccccc3F)CC2)nc2c1c(=O)oc1ccccc12	-7	70
119	CN1CCN(c2oc(COc3ccc(-c4ccccc4)cc3)nc2C#N)CC1	3	103

# Some of these compounds in order of their number in HePTP inhibitor, lowest first.
No.	canonical_smiles	HePTP inhibitor	BAP1 block
114	Cc1ccccc1OCC(=O)Nc1ccc(Br)cn1	-11	.
118	Cc1cc(NC(=O)CN2CCN(c3ccccc3F)CC2)nc2c1c(=O)oc1ccccc12	-7	70
119	CN1CCN(c2oc(COc3ccc(-c4ccccc4)cc3)nc2C#N)CC1	3	103
112	CC1=Nn2c(nc(-c3ccccc3)c2-c2ccccc2)N(CC(N)=O)C(=O)C1	4	83
116	Cc1ccc2c(c1)c1ncnc(N3CCc4ccccc4C3)c1n2C	8	133
113	COc1ccc2ccccc2c1/C=C1/SC(NC(C)=O)=NC1=O	10	.
